LDHA block – inhibitors of human lactate dehydrogenase A; purified LDHA, NADH/diaphorase-resazurin fluorescence; hits give low values; P00338; AID 1347041; hit rate 0.15% among 480,000; activity change, % (values are at about 110 or 230 µM); in the data active = activity change below about -30%; inconclusive = mostly about -25% to -30%;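 also: plate controls were DMSO wells for no effect and wells without enzyme for full effect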
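Remaining NADH was detected by diaphorase (0.133 mg/mL) converting 37 µM resazurin to fluorescent resorufin, read at 0 and 20 minutes. The preceding 5-minute room-temperature reaction used 2 nM LDHA, 0.2 mM sodium pyruvate and 0.06 mM NADH at pH 7.4.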
Vif-APOBEC3F blk – Vif-A3F binding inhibition | HeLa A3F-eYFP + Vif (tagged APOBEC3F with the HIV-1 protein that degrades it), YFP fluorescence increase | Potency, µM (titrated, usually from 46.1 µM), without a hit: at the top dose activity, negative = active | hit rate 0.2% among 390,000 | AID 602313; also: potency is read from the fitted curve at half-maximal effect; % of control where 0% means no effect; nearly all actives have a fitted effect of over 65% in size
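HeLa cells stably expressing A3F-eYFP plus Vif, plated and incubated overnight at 37 deg C, then exposed to compounds overnight at 37 deg C. Blocked degradation read as raised yellow fluorescence (Ex 488/Em 500-530).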
IDH1 R132H inh – blocks human mutant IDH1 R132H enzyme; O75874; IDH1-R132H enzyme, NADPH consumption, diaphorase/resazurin fluorescence; Potency, µM (series often up to 76.6 µM), without a hit: top-dose activity change, negative = inhibition, hits mostly inhibitors; hit rate 0.093% among 390,000; AID 602179; also: potency is read from the fitted curve at half-maximal effect; % is scaled to controls: 0 for no effect and ±100 for the full control effect; nearly all actives have a fitted effect of over 65% in size
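IDH1-R132H (0.5 ug/mL) preincubated 30 min with compound, then NADPH (0.016 mM) and alpha-KG (2 mM) added; 80 min at RT, pH 7.5. Remaining NADPH coupled via diaphorase/resazurin to fluorescence (540/590 nm); concentration-response curves normalized to no-enzyme control.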
Vif-A3G inh – Vif-A3G binding inhibition | hit rate 0.076% among 410,000 | HeLa A3G-eYFP + Vif (tagged APOBEC3G with the HIV-1 protein that degrades it), YFP fluorescence, overnight | Potency, µM (top dose mostly 46.1 µM), inactives show top-dose activity, negative = active, most hits filed as inhibitors | AID 602310;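 also: potency is read from the fitted curve at half-maximal effect; % is scaled to controls: 0 for no effect and ±100 for the full control effect; nearly all actives have a fitted effect of over 60% in size; hits raise eYFP signal because A3G escapes Vif-driven loss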
Target sequence (Q9HC16 whole entry, looked up): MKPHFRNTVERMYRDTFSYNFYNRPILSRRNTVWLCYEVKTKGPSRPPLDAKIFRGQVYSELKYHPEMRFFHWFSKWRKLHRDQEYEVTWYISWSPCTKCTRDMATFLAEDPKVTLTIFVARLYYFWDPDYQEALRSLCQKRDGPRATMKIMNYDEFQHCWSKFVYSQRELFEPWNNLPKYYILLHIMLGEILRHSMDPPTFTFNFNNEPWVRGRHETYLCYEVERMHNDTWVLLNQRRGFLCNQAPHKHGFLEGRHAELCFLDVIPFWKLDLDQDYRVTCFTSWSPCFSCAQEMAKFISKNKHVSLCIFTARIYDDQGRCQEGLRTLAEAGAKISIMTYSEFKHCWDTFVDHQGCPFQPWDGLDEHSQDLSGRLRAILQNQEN
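HeLa cells stably expressing Vif and C-terminally eYFP-tagged A3G, seeded overnight at 37 deg C, then exposed to compound by pintool overnight at 37 deg C. Rise in yellow fluorescence (Ex 488/Em 500-530, Acumen) marks blocked Vif-driven A3G degradation.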
PI4K2A inh – blocks human PI4K2A kinase activity | Q9BTU6 | purified PI4K2A, ADP-Glo luminescence, 1 h; hits give low values | activity change, negative = inhibition, % at 76.9 µM | hit rate 0.13% among 420,000 | AID 1346378; in the data active = activity change below about -50%; inconclusive = mostly about -30% to -49%;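 also: -100% = wells without enzyme as full effect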
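In this quantitative HTS, ADP production by PI4K2A was quantified luminescently after 1 h at ambient temperature; 100 microM adenosine served as plate-quality control.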
Glioma ERSR ind – inducers of ER stress response in human glioma cells; U87-MG GRP78 promoter luciferase reporter, 16 h; Potency, µM, for inactives: at the highest dose activation, most hits filed as activators; hit rate 0.02% among 420,000; AID 602332; also: potency is read from the fitted curve at half-maximal effect; series mostly up to about 76 µM; % of control where 0% means no effect; nearly all actives have a fitted effect of over 35% in size
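Stably transfected U87-MG human glioma cells carrying a GRP78-based luminescent sensor were seeded at 1000 cells/well, pin-dosed with compounds and incubated 16 h. Luciferase reagent was then added, and end-point luminescence was read after 10 min at room temperature.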
TrxR1 substrate – substrates of rat thioredoxin reductase 1 | O89049 | purified TrxR1 substrate turnover, NADPH consumption readout | Potency, µM (series often up to 114 µM), inactives show at the top dose activity change, negative = substrate turnover | hit rate 0.01% among 390,000 | AID 588456; also: potency is read from the fitted curve at half-maximal effect; % is scaled to controls: 0 for no effect and ±100 for the full control effect; nearly all actives have a fitted effect of over 50% in size
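Rat TrxR1, dispensed at 90 nM, was prereduced with 400 uM NADPH (final) for 5 min at ~22 deg C, then incubated with compound 15 min before 400 uM selenite. A first-read NADPH fluorescence drop versus no-compound background flagged substrates.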
USP1 inh – blocks the human USP1/UAF1 deubiquitinase complex; recombinant USP1/UAF1, Ub-Rhodamine cleavage fluorescence; Potency, µM (highest dose often 57.1 µM), for inactives: at the top dose activity change, negative = inhibition, most hits filed as inhibitors; hit rate 0.23% among 390,000; also: potency is read from the fitted curve at half-maximal effect; % is scaled to controls: 0 for no effect and ±100 for the full control effect; nearly all actives have a fitted effect of over 60% in size; inactives centre near -12
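USP1/UAF1 complex at 1 nM was preincubated with compound for 15 min at room temperature, then Ub-Rho substrate (150nM final) was added. Fluorescence (480/540 nm) was read kinetically, 6 reads every 60 seconds.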
RXFP1 ag – activates the human relaxin receptor RXFP1; HEK293T-RXFP1 cAMP TR-FRET, 30 min; response scale: percent of porcine relaxin response, buffer zero; Potency, µM (highest dose often 57.5 µM), without a hit: at the top dose activation, hits mostly activators; hit rate 0.3% among 370,000; AID 2676; also: potency is read from the fitted curve at half-maximal effect; % is scaled to controls: 0 for no effect and ±100 for the full control effect; nearly all actives have a fitted effect of over 60% in size; many of its hits are not listed in these tables
Target sequence (Q9HBX9 whole entry, looked up): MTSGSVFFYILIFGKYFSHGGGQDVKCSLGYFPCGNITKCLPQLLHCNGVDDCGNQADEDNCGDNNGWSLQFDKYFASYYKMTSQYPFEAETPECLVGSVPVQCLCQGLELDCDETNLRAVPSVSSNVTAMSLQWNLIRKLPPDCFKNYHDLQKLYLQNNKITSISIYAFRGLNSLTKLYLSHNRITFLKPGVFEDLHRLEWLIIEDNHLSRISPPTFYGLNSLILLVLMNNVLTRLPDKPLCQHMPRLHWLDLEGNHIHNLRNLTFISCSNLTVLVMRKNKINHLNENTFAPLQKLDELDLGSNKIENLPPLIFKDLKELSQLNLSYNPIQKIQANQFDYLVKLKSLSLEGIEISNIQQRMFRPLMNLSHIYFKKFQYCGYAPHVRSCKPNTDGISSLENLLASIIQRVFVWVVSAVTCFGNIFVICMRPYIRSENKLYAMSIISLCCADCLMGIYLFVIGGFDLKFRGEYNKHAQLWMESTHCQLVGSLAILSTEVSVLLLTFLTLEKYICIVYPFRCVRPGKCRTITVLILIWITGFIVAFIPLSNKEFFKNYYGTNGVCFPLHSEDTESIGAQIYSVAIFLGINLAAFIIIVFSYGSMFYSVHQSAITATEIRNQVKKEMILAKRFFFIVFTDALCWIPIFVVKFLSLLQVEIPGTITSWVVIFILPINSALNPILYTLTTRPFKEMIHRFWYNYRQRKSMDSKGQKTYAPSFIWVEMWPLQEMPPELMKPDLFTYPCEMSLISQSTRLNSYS
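HEK293T cells stably expressing RXFP1 were pretreated with the PDE4 inhibitor Ro 20174, exposed to compounds for 30 min at 37C, lysed, and cAMP was read by TR-FRET. Data normalized to buffer (basal) and 29 nM porcine relaxin (100%).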
* = called active by the depositor; & = joins results of further samples; [ ] = remark or other dose. Unless noted, calls follow the shape of the dose curve; as a rule, active = well fitted curve in the direction sought with a large enough effect; inconclusive = small, poorly fitted or top-dose-only effect, or another doubt; inactive = no such curve, though single readings can be large; an effect the other way counts as inactive or inconclusive. A portion of the library, so the mix of outcomes need not match the whole.

`O=C(Nc1cccc(F)c1)C1CCN(C(=O)c2ccc(Cl)cc2)CC1` gave LDHA block -1.7, Vif-APOBEC3F blk 11.5%, IDH1 R132H inh 4.6%, Vif-A3G inh -3.0%, PI4K2A inh -4.9, Glioma ERSR ind -5.0%, TrxR1 substrate 9.1%[57.1 µM], USP1 inh -19.4% and RXFP1 ag 0.1%.
For CC(=O)CC(c1ccc([N+](=O)[O-])cc1)c1c(O)c2ccccc2oc1=O (stereo not drawn) the results were LDHA block -5.3, Vif-APOBEC3F blk -0.6%, IDH1 R132H inh -4.6%, Vif-A3G inh 0.5%, PI4K2A inh -0.6&1.0, Glioma ERSR ind -3.4%, TrxR1 substrate 1.0%, USP1 inh -24.0% and RXFP1 ag -0.4%.
`CC(C)COCC1CC2(CC(C)(c3csc(N)n3)OC2=O)C(=O)O1` (stereo not drawn) gave LDHA block -3.2, Vif-APOBEC3F blk -11.9%, IDH1 R132H inh 6.9%, Vif-A3G inh 5.3%, PI4K2A inh 3.4, Glioma ERSR ind -0.9%, TrxR1 substrate 6.0%[57.1 µM], USP1 inh 4.1% and RXFP1 ag 0.5%.
Screening C#CCOCCOCCOCCNc1nc(N2CCN(C(=O)CCCCCCCCCCNC(=O)[C@H]([C@@H](C)CC)n3cc(CCCCN=C(N)N)nn3)CC2)nc(N2CCN(C(=O)CCCCCCCCCCNC(=O)[C@H](CO)n3cc(CCCSC)nn3)CC2)n1 returned LDHA block -0.3, Vif-APOBEC3F blk 8.5%, IDH1 R132H inh 9.4%, Vif-A3G inh inconclusive, PI4K2A inh -4.2, Glioma ERSR ind -11.6%, TrxR1 substrate 6.4%, USP1 inh 28.2µM* and RXFP1 ag 0.0%.
CC(=O)N1Cc2ccccc2CC1C(=O)OCC(=O)c1c(N)n(C)c(=O)n(C)c1=O (stereo not drawn) was read as LDHA block -3.1, Vif-APOBEC3F blk -21.5%, IDH1 R132H inh -4.4%, Vif-A3G inh 2.0%, PI4K2A inh -5.3, Glioma ERSR ind -4.0%, TrxR1 substrate 1.5%, USP1 inh 0.2% and RXFP1 ag 5.9%.
COc1ccc(N2CCN(C(=O)COC(=O)c3cccc(OC)c3O)CC2)cc1 was read as LDHA block -2.9, Vif-APOBEC3F blk -3.6%, IDH1 R132H inh -5.8%, Vif-A3G inh 0.8%, PI4K2A inh 2.0, Glioma ERSR ind -3.9%, TrxR1 substrate -7.3% and USP1 inh 5.3%.
For CCOc1ccc2nc(SCC(=O)N3CCCc4ccccc43)sc2c1 the results were LDHA block 1.4, Vif-APOBEC3F blk 8.6%, IDH1 R132H inh 3.2%, Vif-A3G inh 3.7%, PI4K2A inh 4.0, Glioma ERSR ind 5.7%, TrxR1 substrate -7.1%, USP1 inh -11.3% and RXFP1 ag 2.6%.
For CS(=O)(=O)c1cccc(C(=O)Nc2ccc(-c3nc4ccccc4[nH]3)cc2)c1 the results were LDHA block -2.3, Vif-APOBEC3F blk 1.0%, IDH1 R132H inh 16.8%, Vif-A3G inh -16.4%, PI4K2A inh 3.3, Glioma ERSR ind 2.2%, TrxR1 substrate 39.6%[activator], USP1 inh -11.3% and RXFP1 ag 2.8%.
For CCOC(=O)CSc1nnc(-c2ccoc2C)n1-c1ccc(C)cc1 the results were LDHA block 1.1, Vif-APOBEC3F blk -1.6%, IDH1 R132H inh 4.5%, Vif-A3G inh -5.6%, PI4K2A inh 1.6, Glioma ERSR ind -4.2%, TrxR1 substrate 3.7%, USP1 inh -14.7% and RXFP1 ag 2.4%.
Cc1[nH]nc2c1C(c1ccc(O)cc1)C1=C(CC(C)(C)CC1=O)N2 (stereo not drawn) was read as LDHA block -5.3, Vif-APOBEC3F blk 6.9%, IDH1 R132H inh 2.6%, Vif-A3G inh -16.4%, PI4K2A inh 5.1, Glioma ERSR ind -4.9%, TrxR1 substrate 8.3%, USP1 inh -9.3% and RXFP1 ag -0.8%.
Cc1onc(-c2ccccc2Cl)c1C(=O)Nc1ccccc1N1CCOCC1 was read as LDHA block -1.4, Vif-APOBEC3F blk -10.2%, IDH1 R132H inh 4.7%, Vif-A3G inh 0.5%, PI4K2A inh -2.3, Glioma ERSR ind -0.7%, TrxR1 substrate -4.4%, USP1 inh -20.8% and RXFP1 ag -2.0%.
`O=C(/C=C/c1ccc(N2CCCCC2)c([N+](=O)[O-])c1)c1ccc(S(=O)(=O)N2CCCC2)cc1` gave LDHA block -3.9, Vif-APOBEC3F blk -0.5%, IDH1 R132H inh 0.1%, Vif-A3G inh -0.8%, PI4K2A inh 3.0, Glioma ERSR ind -1.5%, TrxR1 substrate -10.4%, USP1 inh -18.9% and RXFP1 ag 0.5%.
For NS(=O)(=O)c1cccc(NC(=O)CCCC2CCCCC2)c1 the results were LDHA block -6.7, Vif-APOBEC3F blk -0.7%, IDH1 R132H inh 0.0%, Vif-A3G inh -5.5%, PI4K2A inh 0.1, Glioma ERSR ind 8.7%, TrxR1 substrate -11.1%, USP1 inh -24.6% and RXFP1 ag 0.5%.
CCOC(=O)C1C(=O)NC(C(=O)OCC)(C(=O)OCC)C1C(C)CC (stereo not drawn) was read as LDHA block 4.8, Vif-APOBEC3F blk -5.6%, IDH1 R132H inh -2.3%, Vif-A3G inh 4.4%, PI4K2A inh -6.1, Glioma ERSR ind -3.1%, TrxR1 substrate -8.5% and USP1 inh inconclusive.
Cc1ccc(NC(=O)Cn2c(C)cc(C)c(C#N)c2=O)cc1 was read as LDHA block 0.9, Vif-APOBEC3F blk -0.1%, IDH1 R132H inh -2.8%, Vif-A3G inh -1.3%, PI4K2A inh -1.9, Glioma ERSR ind -1.4%, TrxR1 substrate 2.2%[57.1 µM], USP1 inh -4.9% and RXFP1 ag 1.0%.
Screening Cc1cc(C)c(C)c(S(=O)(=O)N2CCN(C(=O)c3ccc4c(=O)n5c(nc4c3)CCC5)CC2)c1C returned LDHA block -7.2, Vif-APOBEC3F blk -11.1%, IDH1 R132H inh 2.6%, Vif-A3G inh 0.5%, PI4K2A inh -1.2, Glioma ERSR ind -2.0%, TrxR1 substrate -4.9%, USP1 inh -6.6% and RXFP1 ag 2.8%.
`CCCCC[C@@H]1C=C(C(=O)O)[C@H](c2ccc(Cl)c(Cl)c2)N1S(=O)(=O)c1ccc(C)cc1` gave LDHA block -3.5, Vif-APOBEC3F blk -15.2%, IDH1 R132H inh -14.8%, Vif-A3G inh -5.0%, PI4K2A inh -1.3, Glioma ERSR ind 2.4%, TrxR1 substrate -5.0% and USP1 inh inconclusive.
CCC1CCCCN1CCCNC(=O)CS(=O)Cc1nc(-c2ccc(OC)c(OC)c2)oc1C (stereo not drawn) was read as LDHA block 1.8, Vif-APOBEC3F blk 2.7%, IDH1 R132H inh 8.6%, Vif-A3G inh 2.8%, PI4K2A inh -1.3, Glioma ERSR ind -3.8%, TrxR1 substrate -1.3%, USP1 inh -2.3% and RXFP1 ag 2.2%.
`Clc1ccc2nc(C3CCCCC3)c(Cc3ccsc3)n2c1` gave LDHA block 1.6, Vif-A3G inh -12.0%, PI4K2A inh -3.2 and Glioma ERSR ind 4.2%.
Screening O=C(c1cccnc1)N1CCN(C(=O)c2cccc(Cl)c2)CC1 returned LDHA block 7.1, Vif-APOBEC3F blk -3.8%, IDH1 R132H inh 7.7%, Vif-A3G inh -0.8%, PI4K2A inh 2.1, Glioma ERSR ind 0.7%, TrxR1 substrate 2.5%, USP1 inh inconclusive and RXFP1 ag 0.4%.
`CCCNC(=O)C(Cc1ccccc1C)NC(=O)c1ccc(C#N)cc1` (stereo not drawn) gave LDHA block 0.8, Vif-APOBEC3F blk -8.1%, IDH1 R132H inh 10.4%, Vif-A3G inh 5.6%, PI4K2A inh 5.3, Glioma ERSR ind -1.7%, TrxR1 substrate -2.9%[57.1 µM], USP1 inh -23.0% and RXFP1 ag 1.3%.
`CC(C)Nc1ncnc2c1ncn2[C@H]1CN(Cc2ccc3c(c2)OCO3)C[C@@H](CO)O1` gave LDHA block -4.4, Vif-A3G inh -0.4%, PI4K2A inh -0.7 and Glioma ERSR ind 2.2%.
For COc1ccc(C2=NN(C(=O)CCCC(=O)O)C(c3cccs3)C2)cc1OC (stereo not drawn) the results were LDHA block -5.5, Vif-APOBEC3F blk 6.5%, IDH1 R132H inh -4.1%, Vif-A3G inh -3.0%, PI4K2A inh 0.6, Glioma ERSR ind -5.7%, TrxR1 substrate 38.4%[activator][57.1 µM], USP1 inh -17.6% and RXFP1 ag 3.3%.
`CCOc1ccccc1-n1nnc(-c2nsc(NC(=O)c3ccc(C)cc3)n2)c1C` gave LDHA block -4.3, Vif-APOBEC3F blk inconclusive, IDH1 R132H inh 11.1%, Vif-A3G inh -29.9%, PI4K2A inh -1.6, Glioma ERSR ind -1.2%, TrxR1 substrate 2.6%[57.1 µM], USP1 inh -4.0% and RXFP1 ag 14.1%.
Cc1cccc(-n2ncc(C#N)c2-n2cccc2)c1 was read as LDHA block 1.8, Vif-APOBEC3F blk -14.4%, IDH1 R132H inh 6.3%, Vif-A3G inh 1.6%, PI4K2A inh -0.9, Glioma ERSR ind 0.9%, TrxR1 substrate 1.5%, USP1 inh -5.8% and RXFP1 ag -3.2%.
COC(=O)[C@]1(C)N[C@H](c2ccc(SC3CCCCC3)cc2)[C@@H]2C(=O)N(C)C(=O)[C@@H]21 was read as LDHA block 2.5, Vif-APOBEC3F blk 1.6%, IDH1 R132H inh -11.0%, Vif-A3G inh 0.3%, PI4K2A inh 1.2, Glioma ERSR ind -3.2%, TrxR1 substrate 2.8%[57.1 µM], USP1 inh -15.0% and RXFP1 ag -0.3%.

Screening data from PubChem.
